D2 antag: antagonists of human D2 dopamine receptor. P14416. HEK293 TREx D2 cells, calcium flux, dopamine EC80. inhibition, % at 10 µM. 2% of 340,000 active; in the data active = inhibition above about 30%; note: 0% is about no effect
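Inhibition of EC80 dopamine-driven calcium flux, recorded kinetically, defines activity here; cells are a tetracycline-induced HEK293 T-REx line expressing force-coupled D2.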
TRHR ag: activates the human TRH receptor | P34981 | TRHR cells, calcium flux fluo-8, FDSS agonist mode | activation, % at 2 µM | 0.18% of 360,000 active | AID 493084; in the data active = activation above about 30%; note: 0% is about no effect
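Steps: seed TRHR cells overnight; add fluo-8 no-wash Ca dye, RT 30 min–1.5 h; record 10 s baseline; pin-transfer compounds; monitor fluorescence 1 cycle/s for the agonist window. Calcium increases flag candidate agonists.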
D2 agonist: agonists of human D2 dopamine receptor | activation, % at 2 µM | 0.53% of 340,000 active | P14416 | AID 485358 | HEK293 T-REx D2 cells, calcium flux agonist mode;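 active = activation over 3 SD above normal in the single-dose calcium agonist read, cut at about 30% in these data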; note: 0% is about no effect
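Agonism is scored from calcium flux in a force-coupled, inducible HEK293 cell line expressing D2, read kinetically for 180 s after compound addition against dopamine controls.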
TrxR1 substrate: is turned over as a substrate by rat TrxR1. O89049. purified TrxR1 substrate turnover, NADPH consumption readout. Potency, µM (highest dose often 114 µM), without a hit: at the highest dose activity change, negative = substrate turnover. 0.01% of 390,000 active; note: potency is the fitted concentration of half-maximal effect; % is set by controls: 0 for no effect and ±100 for the full control effect; nearly all actives have a fitted effect of over 50% in size
Target sequence (O89049 whole entry, looked up): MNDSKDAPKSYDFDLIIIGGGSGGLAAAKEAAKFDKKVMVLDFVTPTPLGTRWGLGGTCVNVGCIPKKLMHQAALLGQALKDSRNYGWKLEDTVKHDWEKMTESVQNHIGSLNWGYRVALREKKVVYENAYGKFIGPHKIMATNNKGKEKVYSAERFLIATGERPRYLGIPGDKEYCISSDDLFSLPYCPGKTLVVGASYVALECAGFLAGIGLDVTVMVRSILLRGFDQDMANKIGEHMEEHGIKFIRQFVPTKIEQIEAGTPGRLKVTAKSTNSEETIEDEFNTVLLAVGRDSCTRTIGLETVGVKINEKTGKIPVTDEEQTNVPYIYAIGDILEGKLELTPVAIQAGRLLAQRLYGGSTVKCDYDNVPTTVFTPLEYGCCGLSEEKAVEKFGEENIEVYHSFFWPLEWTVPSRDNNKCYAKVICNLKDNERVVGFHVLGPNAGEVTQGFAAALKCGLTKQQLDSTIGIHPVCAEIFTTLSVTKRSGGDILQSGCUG
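Rat TrxR1, dispensed at 90 nM, was prereduced with 400 uM NADPH (final) for 5 min at ~22 deg C, then incubated with compound 15 min before 400 uM selenite. A first-read NADPH fluorescence drop versus no-compound background flagged substrates.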
TRHR enhancer: allosteric enhancers of human TRH receptor; TRHR cells, fluo-8 calcium fluorescence, EC20 TRH enhancement; enhancement, % at 2 µM; 0.66% of 360,000 active; AID 493056; in the data active = enhancement above about 30%; note: 0% is about no effect
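TRHR-expressing cells loaded with fluo-8 calcium dye were read kinetically (ex 480/em 530) during compound addition, then stimulated with an EC20 of TRH (10 nM final). Enhancement of the Gq-mediated intracellular calcium response was scored.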
TrxR1 inh: inhibitors of rat thioredoxin reductase 1; recombinant rTrxR1, NADPH fluorescence consumption, selenite substrate; Potency, µM (doses to about 114 µM), for inactives: at the top dose activity change, negative = inhibition, actives largely listed as inhibitors; 1% of 390,000 active; AID 588453; note: potency is the fitted concentration of half-maximal effect; % is set by controls: 0 for no effect and ±100 for the full control effect; nearly all actives have a fitted effect of over 65% in size
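Rat TrxR1 (90 nM in the dispensed reagent) was pre-reduced with 400 uM NADPH for 5 min at room temperature, then incubated with compound for 15 min. After 400 uM selenite was added, NADPH fluorescence (Ex 340/Em 450 nm) was followed for 8 min.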
USP1 inh: blocks the human USP1/UAF1 deubiquitinase complex; O94782; recombinant USP1/UAF1, Ub-Rhodamine cleavage fluorescence; Potency, µM (titrated, usually from 57.1 µM), without a hit: at the top dose activity change, negative = inhibition, actives largely listed as inhibitors; 0.23% of 390,000 active; AID 743255; note: potency is the fitted concentration of half-maximal effect; % is set by controls: 0 for no effect and ±100 for the full control effect; nearly all actives have a fitted effect of over 60% in size; inactives centre near -12
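In this screen, compounds sit with the deubiquitinase complex (1nM) for 15 min at room temperature before Ub-Rho is added at 150nM final. Fluorescence rise is then followed for 6 reads every 60 seconds.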
mIDH1 inhibitor: blocks human mutant IDH1 R132H enzyme; O75874; IDH1-R132H enzyme, NADPH consumption, diaphorase/resazurin fluorescence; Potency, µM (series often up to 76.6 µM), for the others: top-dose activity change, negative = inhibition, hits mostly inhibitors; 0.093% of 390,000 active; AID 602179; note: potency is the fitted concentration of half-maximal effect; % is set by controls: 0 for no effect and ±100 for the full control effect; nearly all actives have a fitted effect of over 65% in size
Target sequence (O75874 whole entry R132H, stated change not applied): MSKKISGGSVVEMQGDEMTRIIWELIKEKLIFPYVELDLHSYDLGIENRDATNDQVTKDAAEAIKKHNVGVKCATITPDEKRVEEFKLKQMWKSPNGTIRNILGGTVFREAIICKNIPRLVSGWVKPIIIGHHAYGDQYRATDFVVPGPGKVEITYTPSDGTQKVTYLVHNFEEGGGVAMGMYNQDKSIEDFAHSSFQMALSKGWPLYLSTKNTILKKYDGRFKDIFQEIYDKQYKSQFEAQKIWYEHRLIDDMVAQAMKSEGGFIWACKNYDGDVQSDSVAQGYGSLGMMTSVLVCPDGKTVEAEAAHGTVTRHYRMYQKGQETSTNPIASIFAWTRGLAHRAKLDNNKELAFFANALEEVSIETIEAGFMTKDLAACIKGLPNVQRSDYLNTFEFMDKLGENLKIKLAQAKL
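IDH1-R132H (0.5 ug/mL) preincubated 30 min with compound, then NADPH (0.016 mM) and alpha-KG (2 mM) added; 80 min at RT, pH 7.5. Remaining NADPH coupled via diaphorase/resazurin to fluorescence (540/590 nm); concentration-response curves normalized to no-enzyme control.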
Pin1 inhibitor: inhibitors of human Pin1; Pin1 FP peptide displacement, HiFluor488, 10 min; Potency, µM (titrated, usually from 115 µM), inactives show at the top dose activity, negative = inhibition, usual class: inhibitors; 0.009% of 390,000 active; AID 504891; active = well fitted inhibition curve with a large enough effect in the polarisation, with a control signal flat, not every such curve was filed as active; inconclusive = small, poorly fitted or top-dose-only effect, or effect the other way, or a change in a side signal; inactive = no such curve, though single readings can be large or run the other way; the % refers to the polarisation; note: potency is the fitted concentration of half-maximal effect; % is set by controls: 0 for no effect and ±100 for the full control effect
Target sequence (Q13526 whole entry, looked up): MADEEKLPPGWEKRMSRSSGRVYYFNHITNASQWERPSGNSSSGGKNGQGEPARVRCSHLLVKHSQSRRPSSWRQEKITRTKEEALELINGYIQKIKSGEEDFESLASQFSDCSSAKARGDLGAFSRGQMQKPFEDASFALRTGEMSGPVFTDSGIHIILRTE
* = called active by the depositor; ? = inconclusive; . = no result given; [ ] = another dose, or the depositor's remark. Unless noted, calls come from the whole dose curve; as a rule, active = well fitted inhibition curve with a large enough effect; inconclusive = small, poorly fitted or top-dose-only effect; inactive = no such curve, though single readings can be large or run the other way.

Key to letters: A = D2 antag; B = TRHR ag; C = D2 agonist; D = TrxR1 substrate; E = TRHR enhancer; F = TrxR1 inh; G = USP1 inh; H = mIDH1 inhibitor; I = Pin1 inhibitor
CCOc1ccc(C(=O)NC(=S)Nc2ccc(N3CCC(C)CC3)cc2)cc1[N+](=O)[O-]
  A: -12	B: -0.6	C: -0.3	D: 11%[57.1 µM]	E: 4	F: 12%[57.1 µM]	G: -10%	H: 3%	I: 2%
CCN(CC)S(=O)(=O)c1ccc(NC(=S)Nc2ccccc2)cc1
  A: 13	B: 2.7	C: -0.5	D: -1%	E: 16	F: ?	G: -21%	H: 13%	I: 1%
CCN(CC)C(=O)CSc1ncnc2c1nnn2-c1ccc(F)cc1
  A: 1	B: -0.6	C: -1.3	D: -2%	E: -1	F: 8%	G: -1%	H: 1%	I: -1%
Cc1cc(C)n(S(=O)(=O)c2cc(Cl)ccc2Cl)n1
  A: 7	B: -1.6	C: -0.9	D: 4%[57.1 µM]	E: -7	F: 11%[57.1 µM]	G: -7%	H: 12%	I: -9%
CCc1ccc(OCC(=O)N(C)C)c(Br)c1
  A: -2	B: -0.1	C: 0.7	D: 12%[57.1 µM]	E: 28	F: 12%[2.29 µM]	G: -3%	H: 0%	I: 1%
CS(=O)(=O)c1ccc(Cl)c(NC(=O)c2cccc(Br)c2)c1
  A: -1	B: -0.1	C: 0.3	D: 4%[57.1 µM]	E: -4	F: -1%[57.1 µM]	G: -3%	H: 4%	I: -3%
CC/C(=N/Nc1ccc(Cl)cc1)c1cnnc(SC)n1
  A: 34*	B: 0.7	C: 0.0	D: -1%[57.1 µM]	E: 6	F: 0%[57.1 µM]	G: ?	H: 7%	I: ?
CC(C)C(=O)Nc1nnc(-c2ccccc2)o1
  A: -10	B: 0.2	C: 0.8	D: 3%	E: 8	F: 22%	G: -8%	H: 13%	I: -2%
CCOC(=O)CCc1c(C)c2ccc(OC3CCCCC3=O)c(C)c2oc1=O (stereo not drawn)
  A: 4	B: -0.5	C: -1.9	D: 147%[activator]	E: 0	F: -16%	G: -12%	H: -5%	I: 5%
Cc1noc(/C=C/N(C)C)c1S(=O)(=O)N1CCCC(C(=O)NC(C)c2ccccc2)C1 (stereo not drawn)
  A: -6	B: -0.8	C: 0.4	D: -6%[57.1 µM]	E: 8	F: -6%[57.1 µM]	G: -5%	H: -3%	I: ?
O=C(Nc1ccc(Cl)cc1)C1CCN(C(=O)NC2CCCCC2)CC1
  A: .	B: 0.3	C: .	D: 0%	E: 5	F: 14%	G: -16%	H: 2%	I: 7%
O=C(CSc1nc(O)c(Cc2ccccc2)c(=O)[nH]1)c1ccccc1
  A: -7	B: -0.6	C: 0.3	D: 1%	E: 1	F: 19%	G: -11%	H: 4%	I: -6%
C/C(Cn1cnc([N+](=O)[O-])n1)=N\NC(=O)c1ccc(Br)cc1
  A: 7	B: 0.6	C: 1.8	D: 1%	E: 5	F: 0%	G: -16%	H: -2%	I: -7%
CC(C)c1ccc(N2C(=O)CC(NNC(=O)c3ccccc3Cl)C2=O)cc1 (stereo not drawn)
  A: -3	B: 0.3	C: 0.0	D: -3%[57.1 µM]	E: 0	F: 13%[57.1 µM]	G: -17%	H: 3%	I: -4%
CC(C)c1ccc(OCC(=O)Nc2ccc3oc(=O)ccc3c2)cc1
  A: -17	B: -0.5	C: 0.1	D: 3%[57.1 µM]	E: 9	F: 7%[57.1 µM]	G: -10%	H: -8%	I: -1%
CCOc1ccc(NC(=S)N2CCN(S(=O)(=O)c3ccc(OC)cc3)CC2)cc1
  A: 1	B: -0.7	C: -0.8	D: -8%	E: 22	F: 5%	G: -2%	H: 3%	I: 2%
O=C(COC(=O)/C=C/c1ccc(OC(F)F)cc1)NC(=O)NC1CCCCC1
  A: .	B: .	C: .	D: 6%[11.4 µM]	E: .	F: 12%[11.4 µM]	G: -14%	H: 8%	I: -4%
O=C(COc1cccc(C(F)(F)F)c1)NNC(=O)Cn1c(=O)cnc2ccccc21
  A: 3	B: 0.1	C: 0.2	D: 4%	E: 6	F: 15%	G: -10%	H: -3%	I: 16%
O=C(C/C=N\OCc1ccc([N+](=O)[O-])cc1)Nc1ccc(Br)cc1
  A: 22	B: -0.5	C: 0.1	D: -7%	E: -2	F: 13%	G: -9%	H: 14%	I: -1%
CCOc1ccccc1-n1nnnc1SCC(=O)Nc1cc(C)on1
  A: -6	B: -1.1	C: 0.1	D: 5%	E: 24	F: 26%	G: 5%	H: 13%	I: 3%
NC(=O)c1cccnc1Nc1ccccc1Cl
  A: -13	B: 0.3	C: -0.4	D: 0%[57.1 µM]	E: 10	F: 10%[57.1 µM]	G: -17%	H: 22%	I: ?
Cc1cc(C)n(-c2nc3c(c(=O)[nH]c(=O)n3C)n2Cc2cccc(Br)c2)n1
  A: -14	B: -0.4	C: -0.7	D: -4%	E: -1	F: 10%[57.1 µM]	G: 4%	H: 6%	I: 0%
COc1ccccc1Nc1nc(NCCO)nc(N)c1[N+](=O)[O-]
  A: 4	B: -0.1	C: 9.4	D: -7%	E: 6	F: 11%[57.1 µM]	G: -15%	H: 8%	I: 11%
O=C(NCc1cccc2ccccc12)c1cccs1
  A: .	B: -0.3	C: .	D: 2%	E: 3	F: 13%	G: -18%	H: 4%	I: -5%
Cc1cccc(CN2CCOCCS2(=O)=O)c1
  A: 27	B: 0.1	C: 1.3	D: -3%	E: -8	F: 11%	G: -8%	H: 11%	I: -9%
CCCCC1(Cc2ccc(OC)c([N+](=O)[O-])c2)C(=O)N(c2ccccc2)N(c2ccccc2)C1=O
  A: -4	B: -0.8	C: 2.1	D: -3%	E: 5	F: -6%	G: -18%	H: -1%	I: -2%
CCOc1ccc(S(=O)(=O)N2CCC(C(=O)NCC3CCCO3)CC2)cc1 (stereo not drawn)
  A: -13	B: -0.6	C: -1.3	D: 17%	E: 1	F: 23%	G: -10%	H: -1%	I: -9%
Cc1nn(Cc2ccc(F)cc2)c(C)c1NC(=O)c1cnn2c1NC(c1cccs1)CC2C(F)(F)F (stereo not drawn)
  A: -13	B: 0.5	C: 0.4	D: 4%	E: 0	F: 11%	G: -12%	H: 2%	I: 5%
CCOc1ccc(C2=CSC3=NCCN23)cc1
  A: 2	B: 0.1	C: 0.4	D: 8%	E: -3	F: 25%	G: -17%	H: 1%	I: -2%
COc1ccccc1N(C)S(=O)(=O)c1ccc(C(=O)N2CCC2)cc1
  A: -4	B: 0.4	C: -0.5	D: -6%	E: 0	F: -6%	G: -9%	H: 8%	I: -4%
C=CCc1ccc(OCC(O)CN2CCCCC2C)c(OC)c1 (stereo not drawn)
  A: 19	B: 0.0	C: 0.2	D: 11%[57.1 µM]	E: 5	F: ?	G: 1%	H: 1%	I: -5%
C=CCOc1cccc(C(=O)N2CCC(CCC(=O)NC3CC3)CC2)c1
  A: 4	B: -0.2	C: 1.4	D: 14%	E: 16	F: 47%	G: -8%	H: 7%	I: 0%
CCOc1ccc(-n2c(SCC(=O)Nc3ccccc3OC)nc3c(oc4ccccc43)c2=O)cc1
  A: .	B: 0.9	C: 0.1	D: 5%[2.29 µM]	E: 2	F: 14%	G: 8%	H: -4%	I: 16%
CC(C)C(C(=O)NCc1ccccc1)N(CC1CCCO1)C(=O)CNS(=O)(=O)c1ccccc1 (stereo not drawn)
  A: -1	B: -1.2	C: -0.3	D: -7%[57.1 µM]	E: 1	F: -7%[57.1 µM]	G: -11%	H: -6%	I: 3%
COc1ccc(CCNC(=O)CCC(=O)N2CCOc3ccc(C)cc32)cc1OC
  A: 1	B: -0.5	C: -0.4	D: -13%[57.1 µM]	E: -4	F: ?	G: -1%	H: -6%	I: -8%
O=c1cc(N2CCN(c3cccc(Cl)c3)CC2)[nH]c(=O)n1C1CCCCC1
  A: 2	B: -0.5	C: -0.4	D: 9%	E: -4	F: 28%	G: -16%	H: 3%	I: 5%
Cc1cc(=O)n(-c2ccc(O)cc2)[nH]1
  A: -19	B: 0.5	C: 1.1	D: -6%	E: 2	F: 7%	G: -19%	H: 12%	I: -14%
CCCNC(=O)CS(=O)(=O)Cc1nc(-c2cccc(OC)c2)oc1C
  A: .	B: -0.5	C: .	D: -5%	E: 0	F: ?	G: 2%	H: -7%	I: -2%
O=C(Nc1ccccc1)Nc1cccc2nsnc12
  A: -3	B: -1.3	C: -0.4	D: -2%[57.1 µM]	E: 8	F: -1%[57.1 µM]	G: -4%	H: 15%	I: 12%
OC(COc1ccc(Cl)c2ccccc12)CN1CCN(c2ccccn2)CC1 (stereo not drawn)
  A: 35*	B: -0.3	C: 54*	D: 1%	E: 2	F: 15%	G: ?	H: 9%	I: -3%
CCn1nnnc1NCc1c(OC)ccc2ccccc12
  A: -18	B: -0.7	C: 0.8	D: -7%	E: 2	F: 15%[57.1 µM]	G: -3%	H: 8%	I: -3%
Cc1cc2cc(C#N)c(N3CCOCC3)nc2cc1Cl
  A: -5	B: -0.6	C: -2.1	D: 9%	E: 1	F: 20%	G: -17%	H: 7%	I: 0%
Cc1cc(C)n(CC(C)NCc2cn[nH]c2-c2ccc(C)c(C)c2)n1 (stereo not drawn)
  A: 3	B: -0.1	C: 1.0	D: 8%[57.1 µM]	E: 0	F: 24%[57.1 µM]	G: -17%	H: 3%	I: 1%
O=C1OC(c2cc(Br)c(O)c(Br)c2)c2ccccc21 (stereo not drawn)
  A: .	B: .	C: .	D: 1%	E: .	F: -4%	G: -30%	H: 3%	I: -29%
O=C(Cc1ncc(C(F)(F)F)cc1Cl)NC1CC1
  A: 5	B: -0.5	C: 2.0	D: 6%	E: -3	F: 6%[57.1 µM]	G: -3%	H: -1%	I: -7%

2 entries from above, reformatted.
Each structure is followed by: D2 antag	TRHR ag	D2 agonist	TrxR1 substrate	TRHR enhancer	TrxR1 inh	USP1 inh	mIDH1 inhibitor	Pin1 inhibitor
Cc1cc(C)n(-c2nc3c(c(=O)[nH]c(=O)n3C)n2Cc2cccc(Br)c2)n1
    -14	-0.4	-0.7	-4%	-1	10%[57.1 µM]	4%	6%	0%
Cc1cc(C)n(S(=O)(=O)c2cc(Cl)ccc2Cl)n1
    7	-1.6	-0.9	4%[57.1 µM]	-7	11%[57.1 µM]	-7%	12%	-9%

Screens deposited in PubChem BioAssay by National Center for Advancing Translational Sciences (NCATS).

The list is partial; count on the stated rates, not on these rows.
